# Assay outcomes (PubChem)
# CHRM4 PAM – CHRM4 positive allosteric modulation; P08173; activation, % at 3 µM; CHO-K1 hM4/Gqi5, Fluo-8 calcium fluorescence, ACh EC20; 0% = ACh EC20, 100% = maximal ACh; AID 624126; 360,000 compounds, 0.4% hits;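 active means activation above its plate's cutoff, the mean activation of sample wells plus 3 SD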; further: some results filed as inactive read as strong as hits
# Target sequence (P08173 whole entry, looked up): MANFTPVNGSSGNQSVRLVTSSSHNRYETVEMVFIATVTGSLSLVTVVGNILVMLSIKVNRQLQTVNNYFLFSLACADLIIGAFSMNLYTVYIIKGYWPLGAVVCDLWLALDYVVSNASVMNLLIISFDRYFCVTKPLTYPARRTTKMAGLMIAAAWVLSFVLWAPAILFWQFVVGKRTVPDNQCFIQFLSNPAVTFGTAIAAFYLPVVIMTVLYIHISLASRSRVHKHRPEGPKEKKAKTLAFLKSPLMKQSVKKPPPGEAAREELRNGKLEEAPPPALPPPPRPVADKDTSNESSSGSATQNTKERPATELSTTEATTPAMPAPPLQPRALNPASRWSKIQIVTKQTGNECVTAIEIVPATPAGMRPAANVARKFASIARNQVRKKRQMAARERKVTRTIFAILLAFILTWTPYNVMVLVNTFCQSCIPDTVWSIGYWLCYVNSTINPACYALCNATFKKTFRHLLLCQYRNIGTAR
# M5 ag – CHRM5 agonism in calcium assay; P08912; CHO-K1 hM5 cells, Fluo-8 calcium fluorescence; 0% DMSO wells, 100% maximal acetylcholine response; activation, % at 3 µM; 360,000 compounds, 0.19% hits; AID 624037;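 active means activation above the run's mean over test compounds plus 3 SD, cut at about 23% in these data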;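 further: signal is peak over basal fluorescence ratio across the kinetic read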
# CHRM5 PAM – positive allosteric modulators of human muscarinic M5 receptor | P08912 | CHO-K1 hM5, Fluo-8 calcium, ACh EC20 PAM; 0% = ACh EC20, 100% = ACh EC100 | activation, % at 3 µM | 360,000 compounds, 0.3% hits;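 active means activation above the run cutoff, the mean activation of all test compounds plus 3 SD, cut at about 18% in these data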
#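 System – CHO-K1 hM5 cells · Compound – 3 µM, single dose · Incubation – compound preincubation 140 s before EC20 acetylcholine addition · Technique – Fluo-8 calcium fluorescence · Measure – Max/basal fluorescence ratio as % of EC20–EC100 ACh window · Benchmarks – low control EC20 acetylcholine (0%), high control EC100 acetylcholine (100%) · Replication – singlicate, one well per test compound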
# M4 ag – agonists of human muscarinic M4 receptor (CHRM4). AID 624127. P08173. activation, % at 3 µM. CHO-K1 hM4/Gqi5, Fluo-8 calcium fluorescence; vehicle 0%, full acetylcholine response 100%. 360,000 compounds, 0.14% hits;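 active means activation above the run mean over all test wells plus 3 SD, cut at about 32% in these data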;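 further: peak over basal fluorescence ratio per well then scaled between controls; 0% = DMSO wells and 100% = acetylcholine at EC100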
# CHRM1 PAM – potentiates human M1 receptor response to acetylcholine | P11229 | CHO-K1 hM1, Fluo-8 calcium fluorescence, ACh EC20; 0% = ACh EC20, 100% = maximal ACh | activation, % at 3 µM | 360,000 compounds, 0.088% hits; in the data active means activation above about 19%, passing the limit was not always enough
# Target sequence (P11229 whole entry, looked up): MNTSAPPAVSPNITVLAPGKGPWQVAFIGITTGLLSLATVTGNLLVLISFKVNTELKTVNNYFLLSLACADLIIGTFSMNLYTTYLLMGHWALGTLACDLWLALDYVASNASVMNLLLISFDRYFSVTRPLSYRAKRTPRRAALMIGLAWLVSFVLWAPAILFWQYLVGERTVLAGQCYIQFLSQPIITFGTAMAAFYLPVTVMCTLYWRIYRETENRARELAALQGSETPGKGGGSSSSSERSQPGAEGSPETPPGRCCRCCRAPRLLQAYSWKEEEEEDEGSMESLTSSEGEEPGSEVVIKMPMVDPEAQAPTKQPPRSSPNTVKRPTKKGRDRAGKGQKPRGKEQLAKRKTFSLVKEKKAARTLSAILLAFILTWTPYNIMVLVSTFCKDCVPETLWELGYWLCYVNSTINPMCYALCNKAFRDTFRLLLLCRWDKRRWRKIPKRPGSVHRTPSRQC
# CRFR2-BP ag – agonists of human CRF-binding protein/CRF-R2 receptor complex | 350,000 compounds, 0.46% hits | activation, % at 13.2 µM | AID 588473 | HEK293 CRF-R2/CRF-BP, calcium dye fluorescence (FLIPR); percent of saturating CRF peptide response;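 active means activation of at least 50%, plus an integration ratio under a set limit after plate pattern correction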;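 further: plate controls were neutral control wells without compound for no effect and CRF at EC100 for full effect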
# CHRM4 antagonist – CHRM4 antagonism in calcium assay. P08173. CHO-hM4 cells, ACh EC80, Fluo-8 calcium fluorescence. inhibition, % at 3 µM. 360,000 compounds, 0.73% hits. AID 624125;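 active means inhibition above its plate's cutoff, the mean inhibition of sample wells plus 3 SD, cut at about 27% in these data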;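 further: 0% = acetylcholine EC80 with DMSO and 100% = DMSO without agonist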
# CRFBP-R2 block – CRF-BP/CRF-R2 complex antagonism | HEK293 CRF-R2/CRF-BP, CRF-induced calcium fluorescence | inhibition, % at 11.8 µM | 350,000 compounds, 0.59% hits | AID 588475;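 active means inhibition of the ligand-induced calcium signal above about 50% at the single tested concentration, limit read from the data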
# CHRM5 antagonist – antagonists of human muscarinic M5 receptor (CHRM5) | CHO-hM5 cells, Fluo-8 calcium fluorescence, ACh EC80 | P08912 | 360,000 compounds, 0.59% hits | inhibition, % at 3 µM;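 active means inhibition above a per-plate cutoff, the mean of that plate's test compounds plus 3 SD, cut at about 27% in these data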;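 further: 0% = acetylcholine EC80 with DMSO and 100% = DMSO without agonist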
# * = called active by the depositor; · = not tested or not shown.
CHRM4 PAM,M5 ag,CHRM5 PAM,M4 ag,CHRM1 PAM,CRFR2-BP ag,CHRM4 antagonist,Structure,CRFBP-R2 block,CHRM5 antagonist
-1,-1,-1,3,22,-1.0,-6,COC(=O)c1ccc(C)c(NC(=O)Cc2coc3cc(OC)ccc23)c1,32,-5
-7,-3,-4,4,-5,-0.7,-2,CC(C)Cc1nnc(NC(=O)CCC(=O)N2CCN(Cc3ccccc3)CC2)s1,10,15
6,0,-1,2,3,1.7,-5,Cc1[nH]nc2ncc(C(=O)c3cc(F)ccc3O)cc12,3,0
0,1,0,2,14,3.6,-1,O=c1c2ccccc2nc(CSc2nnnn2-c2ccccc2)n1-c1cccc(C(F)(F)F)c1,1,-8
-4,1,3,1,6,-1.7,2,O=C(COC(=O)c1ccc(Cl)nc1)Nc1ccc(Cl)cc1,-5,3
-22,-9,11,0,-4,-5.2,-1,CCC(C(=O)NC1CCCCCC1)c1ccccc1 (stereo unspecified),13,-11
-24,6,0,0,3,1.5,-5,O=C(O)c1cc([N+](=O)[O-])ccc1NCCc1ccccc1,30,0
-5,0,-9,10,1,-0.9,-21,Cc1cccc(NC(=O)c2cc(NC(=O)c3ccco3)ccc2Cl)n1,2,-12
7,2,-5,-1,1,-1.3,-9,COCc1nnc(NC(=O)CSc2ccccc2)s1,-7,7
-1,-1,-4,2,1,-0.6,5,CCC(OC(=O)c1cc2sccc2n1C)C(=O)NCc1ccco1 (stereo unspecified),-1,2
-7,0,-11,6,0,1.8,-21,COc1cc(C2Nc3ccccc3C(=O)N2c2ccc3c(c2)OCCO3)ccc1OCC(C)C (stereo unspecified),-10,3
6,4,9,1,13,-0.5,-5,COc1ccc(Nc2ccccc2C(=O)O)cc1,-6,-7
3,3,1,0,6,0.0,-12,O=C(Nc1ccc(C(=O)N2CCOCC2)cc1)Nc1ccc(Cl)cc1Cl,-34,-1
6,-1,-3,0,-2,7.4,-6,Cc1cc2c(cc1C)NC(=O)C(C)CN2 (stereo unspecified),-7,3
5,-1,-8,3,1,0.7,-9,CCCCc1nnc(NC(=O)C2CCCO2)s1 (stereo unspecified),-14,1
4,-9,8,0,-1,0.6,-1,COc1ccccc1CC(=O)NCC(c1ccco1)N1CCCCC1 (stereo unspecified),-3,1
2,-2,-1,2,8,-2.3,7,O=C(Nc1ccc(S(=O)(=O)Nc2cnc3ccccc3n2)cc1)c1ccccc1Br,7,8
7,-1,1,1,10,-1.2,-6,CCOC(=O)c1c(NC(=O)CC2SC(N)=NC2=O)sc(C)c1C (stereo unspecified),5,-3
7,-2,10,0,5,-0.4,-6,COC(=O)CSc1cnc2ccccc2n1,11,-1
-2,-4,-2,1,1,-0.1,4,O=C(CCN1CCN(S(=O)(=O)c2cccc([N+](=O)[O-])c2)CC1)Nc1ccccc1F,9,-3
8,-2,-2,2,4,0.9,-16,Cc1ccc(S(=O)(=O)N2CCOCC2)cc1C(=O)NCCCN1CCCC1=O,-5,1
-1,-5,-5,4,11,-1.8,0,CCC(=O)Nc1ccc(-c2ccc(N3CCCCC3)nn2)cc1,0,7
8,3,2,1,8,-0.7,2,COc1ccc(NS(=O)(=O)c2cccc(C(=O)NNC(=O)c3ccc(O)c(Cl)c3)c2)cc1,6,4
0,1,1,1,10,0.1,2,COCCCNS(=O)(=O)c1ccc(OC)c(Cl)c1Cl,-2,-3
-3,2,-1,1,7,-2.0,-4,O=C(COc1ccc2oc(-c3ccccc3)cc(=O)c2c1)Nc1ccccc1,-2,3
3,-1,-5,1,4,-1.0,-5,CC[C@H](C)[C@@H](CNC)NC[C@@H](Cc1ccc(O)cc1)NCC(C)(C)C,3,7
1,-2,8,1,13,0.7,1,Cc1ccc(-n2nc(C)cc2N)c(C)c1,13,-16
2,-4,-5,2,4,1.3,-10,COc1ccc(/C=N/NC(=O)CNC(=O)/C=C/c2ccccc2OC)cc1,6,9
0,1,-3,1,4,-3.2,-10,O=C(CSc1nnc(-c2ccccc2F)n1C1CC1)Nc1cccnc1Cl,28,2
-35,3,-11,12,-3,0.9,-2,COC(=O)c1ccc(C2NC(=O)c3c(sc(C)c3C)N2)cc1 (stereo unspecified),-16,10
-1,-4,3,2,7,-1.0,9,O=C(Nc1ccnn1C1CCN(Cc2cccnc2)CC1)c1ccccc1Cl,-5,2
7,1,8,1,6,-2.3,-13,CCCn1c(SCC(=O)NC2CCCCC2)nnc1-c1ccncc1,2,-15
4,2,-6,1,-2,·,3,C#CCNC(=O)c1csc([C@@H]2O[C@H](CO)[C@@H](O)[C@H]2O)n1,·,14
1,1,-3,1,-2,-2.2,5,COc1ccc(C2N(C(=O)c3ccccc3)CCN2C(=O)c2ccc(C)cc2)cc1 (stereo unspecified),12,-1
7,-6,-5,3,-1,-1.6,0,Cc1ccc(C(=O)N2CC3(C(C)C)CN(C(=O)c4ccc(C)cc4)CC(C(C)C)(C2)C3=O)cc1,21,9
3,-2,3,1,9,4.0,-10,CCOC(=O)c1ccccc1NC(=O)Cn1c(=O)n(Cc2ccccc2)c(=O)c2c(C)c(C)sc21,4,-2

# Some of the entries above in a different format.
# Below each compound: CHRM4 PAM	M5 ag	CHRM5 PAM	M4 ag	CHRM1 PAM	CRFR2-BP ag	CHRM4 antagonist	CRFBP-R2 block	CHRM5 antagonist
- O=C(COc1ccc2oc(-c3ccccc3)cc(=O)c2c1)Nc1ccccc1
  -3	2	-1	1	7	-2.0	-4	-2	3
- CC[C@H](C)[C@@H](CNC)NC[C@@H](Cc1ccc(O)cc1)NCC(C)(C)C
  3	-1	-5	1	4	-1.0	-5	3	7
- CCOC(=O)c1ccccc1NC(=O)Cn1c(=O)n(Cc2ccccc2)c(=O)c2c(C)c(C)sc21
  3	-2	3	1	9	4.0	-10	4	-2
- Cc1ccc(C(=O)N2CC3(C(C)C)CN(C(=O)c4ccc(C)cc4)CC(C(C)C)(C2)C3=O)cc1
  7	-6	-5	3	-1	-1.6	0	21	9

# In the list so far, 2 have a nitro group on carbon.
CHRM4 PAM,M5 ag,CHRM5 PAM,M4 ag,CHRM1 PAM,CRFR2-BP ag,CHRM4 antagonist,Structure,CRFBP-R2 block,CHRM5 antagonist
-24,6,0,0,3,1.5,-5,O=C(O)c1cc([N+](=O)[O-])ccc1NCCc1ccccc1,30,0
-2,-4,-2,1,1,-0.1,4,O=C(CCN1CCN(S(=O)(=O)c2cccc([N+](=O)[O-])c2)CC1)Nc1ccccc1F,9,-3

# The results go on:
CHRM4 PAM,M5 ag,CHRM5 PAM,M4 ag,CHRM1 PAM,CRFR2-BP ag,CHRM4 antagonist,Structure,CRFBP-R2 block,CHRM5 antagonist
-4,0,-2,1,-7,1.8,-4,COCCN1C(=O)c2oc3ccccc3c(=O)c2C1c1ccc(OC)c(OC)c1 (stereo unspecified),12,0
3,-1,-6,13,-2,-3.2,-10,COc1ccc(Cn2nnnc2CN(Cc2cc3cccc(C)c3[nH]c2=O)C2CCCC2)cc1,23,-8
0,1,1,1,3,1.9,-4,Cc1cc(NC(=O)CSc2nc3ccccc3n2CCC#N)no1,-8,9
5,1,6,0,5,0.0,0,CCN(CC)CCN1C(=O)C(=O)/C(=C(/O)c2c(C)[nH]c(C(=O)OC)c2C)C1c1cccc(OC)c1 (stereo unspecified),7,-2
1,1,0,1,-1,-1.8,0,O=C1c2ccccc2C(=O)c2c1ccc(C(=O)N1CCCCC1)c2NCCO,15,-1
6,-7,-1,0,2,-7.6,-1,CC1CN(CCc2ccccc2)c2nc3c(c(=O)[nH]c(=O)n3C)n2C1 (stereo unspecified),-6,-6
-2,0,0,1,7,1.1,5,CN(C)C(/C=C/Nc1ccc([N+](=O)[O-])cc1)=C(C#N)C#N,-6,1
9,-2,1,2,8,-3.0,-13,CCC(CC)C(=O)Nc1cc(C(=O)NCCc2ccccc2)ccc1Cl,19,-15
9,-4,2,-1,6,0.7,0,CCOC(=O)c1oc2ccc(OC)cc2c1NC(=O)CN1CCN(C)CC1,5,3
-7,0,-3,4,4,-0.5,1,Cc1ccn(-c2ccc(NC(=O)c3cccs3)cc2)n1,-6,9
3,0,4,0,10,-1.4,6,CCn1cnc2c1c(=O)n(CC(=O)Nc1cc(C)on1)c(=O)n2Cc1ccccc1,-1,-1
1,0,-3,0,-6,1.0,-1,Cc1cccnc1NC(=O)/C=C/c1ccc2c(c1)OCO2,3,-1
-4,-1,-12,4,6,0.4,-1,O=C(c1cccc(S(=O)(=O)N2CCCCCC2)c1)N1CCN(c2ccccc2)CC1,-9,15
9,2,2,2,2,-0.1,-6,CCCc1nc(SCC(=O)NNC(=O)C2CCCCC2)c2ccccc2n1,24,-4
2,0,2,-2,-7,0.8,1,CC(C)c1ccc(/C=N/Nc2cc(N3CCOCC3)nc(N3CCOCC3)n2)cc1,-22,0
1,-7,1,1,2,-1.4,-15,CC(C)CCOc1ccc(C2=NNC(=O)CC2)cc1,0,-16
1,-1,1,0,12,3.7,2,c1ccc2c(c1)CCN(C1CCCCC1)C2,-9,-8
-2,-11,9,0,5,2.3,-9,CCOc1ccc(C2C(C#N)=C(N)Oc3nc[nH]c(=O)c32)cc1 (stereo unspecified),-9,2
-7,-3,-9,9,2,-1.3,4,CCNC(=O)/C(C#N)=C/c1c(N2CCCCCC2)nc2c(C)cccn2c1=O,-9,4
0,-3,-4,0,1,0.9,0,COc1ccc2ccccc2c1-c1csc(N)n1,-1,11
4,0,5,7,1,-1.6,-6,CCCN(CC(=O)Nc1ccccc1C)C(=O)c1ccc(-c2ccc([N+](=O)[O-])cc2)o1,4,-1
9,-2,-2,-1,2,0.7,4,Cc1nn(-c2ccc(Cl)cc2)c(Cl)c1/C=C(\C#N)C(N)=O,-40,5
-2,0,-8,1,2,1.8,7,CC(NC(=O)c1ccco1)C(=O)N1CCN(S(=O)(=O)c2ccccc2C#N)CC1 (stereo unspecified),-1,11
7,-2,-3,1,6,-2.5,-6,CCCCc1cc(=O)oc2c(CN(CC)CC)c(O)c(Cl)cc12,10,-3
-3,-3,0,-1,6,-0.6,11,O=C(O)c1ccc(Nc2nc3ccccc3nc2NS(=O)(=O)c2cccs2)cc1,14,12
-3,-5,-10,2,-2,4.2,5,CCn1c(O)c(/C=C/C=C/C=Nc2ccccc2)sc1=S,-20,-1
-2,-1,10,1,12,0.3,-2,Cc1cc(/C(N)=N/OC(=O)c2ccccc2Cl)no1,4,6
-1,0,-4,2,2,-1.7,4,CC(Nc1cccc2ccccc12)C(=O)N/N=C/c1ccc([N+](=O)[O-])cc1 (stereo unspecified),-55,0
6,3,-2,2,-8,·,-4,NC(c1ccc(F)c(F)c1)c1nc(-c2ccc3ccccc3c2)cs1 (stereo unspecified),·,5
12,-2,0,0,17,-0.5,9,CCC(C)c1ccc(NC(=S)N2CCN(C(=O)C3CCCO3)CC2)cc1 (stereo unspecified),-2,9
6,0,-5,0,10,-2.4,8,CCSC(=O)N(CC)CC(=O)Nc1c(CC)cccc1CC,31,-2
-8,1,-3,0,-1,0.3,11,CC(C)(C)Nc1nc(C(N)=O)nc(N2CCOCC2)n1,-16,6
9,0,0,1,6,2.1,-16,O=C(CSc1nnc(Cc2cc(=O)[nH]c(=O)[nH]2)n1-c1ccc(F)cc1)N1CCCCC1,-6,-1
8,-1,2,0,3,-3.5,-11,COc1ccc(-c2nnc(SC(C)C(=O)Nc3nccs3)n2-c2ccccc2)cc1OC (stereo unspecified),5,-4
3,4,5,1,11,-2.9,-1,O=C(COC(=O)Cn1nnc(-c2ccccc2)n1)Nc1ccccc1Br,18,9
